RGS4 inh: inhibitors of human regulator of G protein signaling 4. P49798. Transcreener GDP fluorescence polarization, RGS4-accelerated GTP hydrolysis. Potency, µM (top dose mostly 114 µM), for the others: at the top dose activity change, negative = inhibition, hits mostly inhibitors. hit rate 0.039% among 390,000. AID 504845; note: % is set by controls: 0 for no effect and ±100 for the full control effect; nearly all actives have a fitted effect of over 75% in size; some results filed as inactive show a strong effect at the top dose
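MLSMR compounds (23 nl, pin-transferred) preincubated 10 min at room temperature with a 500nM (2x) first reagent, then RGS4 at 900nM (2x) plus Transcreener GDP mix added; fluorescence polarization (620/688 nm) read before and after 90 min at 30 °C.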
Tb PGK inh: blocks T. brucei phosphoglycerate kinase; Potency, µM (top dose mostly 57.5 µM), for inactives: at the highest dose activity change, negative = inhibition, hits mostly inhibitors; PGK/GAPDH coupled, Kinase-Glo luminescence, 60 min; hit rate 0.043% among 380,000; P07378; note: % is set by controls: 0 for no effect and ±100 for the full control effect; nearly all actives have a fitted effect of over 60% in size
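Luminescent ATP detection (Kinase-Glo Plus) follows a 60-minute room-temperature incubation, with wells lacking PGK as controls. Buffer: 100 mM TEA (pH 7.6), 5 mM MgCl2, 0.01% Tween-20. Coupling enzyme GAPDH (100 nM final) supplies unstable 1,3-BPG in-well.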
rTrxR1 inhibitor: inhibitors of rat thioredoxin reductase 1; O89049; recombinant rTrxR1, NADPH fluorescence consumption, selenite substrate; Potency, µM (series often up to 114 µM), inactives show at the highest dose activity change, negative = inhibition, actives largely listed as inhibitors; hit rate 1% among 390,000; AID 588453; note: % is set by controls: 0 for no effect and ±100 for the full control effect; nearly all actives have a fitted effect of over 65% in size
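Rat TrxR1 (90 nM in the dispensed reagent) was pre-reduced with 400 uM NADPH for 5 min at room temperature, then incubated with compound for 15 min. After 400 uM selenite was added, NADPH fluorescence (Ex 340/Em 450 nm) was followed for 8 min.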
HP1b chromo inh: HP1-beta chromodomain-methylated histone interaction inhibition | AlphaScreen HP1-beta / biotin-H3K9me3 peptide binding | Potency, µM (series often up to 114 µM), without a hit: at the highest dose activity change, negative = inhibition, hits mostly inhibitors | hit rate 0.56% among 390,000 | AID 540317; note: nearly all actives have a fitted effect of over 70% in size; inactives centre near 23
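AlphaScreen: HP1-beta (50 nM) preformed 30 min with biotin-H3(1-18)K9me3 peptide (50 nM) in PBS pH 7.4, 0.01% Tween-20. Compound added for 30 min at RT, then streptavidin donor/nickel chelate acceptor beads (10 ug/mL) for 30 min.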
ERG Ets-DNA blk: ERG Ets/DNA interaction inhibition; fluorescence polarization, His-ERG Ets domain / labelled DNA; Potency, µM (series often up to 76.9 µM), for inactives: at the highest dose FP activity, negative = inhibition, usual class: inhibitors; hit rate 0.028% among 370,000; AID 624246; active = well fitted inhibition curve with a large enough effect in the polarisation, with a control signal flat; inconclusive = small, poorly fitted or top-dose-only effect, or effect the other way, or a change in a side signal; inactive = no such curve, though single readings can be large or run the other way; the % refers to the polarisation;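 note: polarization taken with two DNA probes labelled with fluorescein and Texas red; % of control where 0% means no effect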
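His-tagged ERG Ets domain (1 uM in the protein solution; 300mM KCl, 50mM Tris-HCl, 1mM EDTA, 1mM DTT, pH 7.5) received compound, then a probe mix of 5 nM fluorescein-DNA and 100nM Texas-615-DNA. Fluorescence polarization was read for both dyes.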
Pin1 inh: human Pin1 inhibition. AID 504891. Potency, µM (series often up to 115 µM), without a hit: top-dose activity, negative = inhibition, actives largely listed as inhibitors. Pin1 FP peptide displacement, HiFluor488, 10 min. Q13526. hit rate 0.009% among 390,000; active = well fitted inhibition curve with a large enough effect in the polarisation, with a control signal flat, not every such curve was filed as active; inconclusive = small, poorly fitted or top-dose-only effect, or effect the other way, or a change in a side signal; inactive = no such curve, though single readings can be large or run the other way; the % refers to the polarisation; note: % is set by controls: 0 for no effect and ±100 for the full control effect
GLS inh: blocks human kidney-isoform glutaminase activity. AID 624170. hit rate 0.21% among 410,000. GLS enzymatic activity, qHTS titration. Potency, µM (highest dose often 45.5 µM), without a hit: top-dose activity change, negative = inhibition, actives largely listed as inhibitors. O94925; note: % is set by controls: 0 for no effect and ±100 for the full control effect
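Two-point fluorescence kinetic (t0, 30 min RT) for hKGA; glutamate detected via glutamate oxidase–HRP–Amplex Red. Substrate: 1 mM L-glutamine solution; buffer 45 mM KH2PO4, pH 8.2.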
JMJD2A Tudor inh: inhibitors of human JMJD2A Tudor domain; O75164; AlphaScreen JMJD2A-Tudor / H3K4me3 peptide binding; Potency, µM (doses to about 114 µM), for inactives: top-dose activity change, negative = inhibition, usual class: inhibitors; hit rate 4.4% among 390,000; note: % is set by controls: 0 for no effect and ±100 for the full control effect; nearly all actives have a fitted effect of over 50% in size
Target sequence (O75164 whole entry, looked up, the tested form may be a part): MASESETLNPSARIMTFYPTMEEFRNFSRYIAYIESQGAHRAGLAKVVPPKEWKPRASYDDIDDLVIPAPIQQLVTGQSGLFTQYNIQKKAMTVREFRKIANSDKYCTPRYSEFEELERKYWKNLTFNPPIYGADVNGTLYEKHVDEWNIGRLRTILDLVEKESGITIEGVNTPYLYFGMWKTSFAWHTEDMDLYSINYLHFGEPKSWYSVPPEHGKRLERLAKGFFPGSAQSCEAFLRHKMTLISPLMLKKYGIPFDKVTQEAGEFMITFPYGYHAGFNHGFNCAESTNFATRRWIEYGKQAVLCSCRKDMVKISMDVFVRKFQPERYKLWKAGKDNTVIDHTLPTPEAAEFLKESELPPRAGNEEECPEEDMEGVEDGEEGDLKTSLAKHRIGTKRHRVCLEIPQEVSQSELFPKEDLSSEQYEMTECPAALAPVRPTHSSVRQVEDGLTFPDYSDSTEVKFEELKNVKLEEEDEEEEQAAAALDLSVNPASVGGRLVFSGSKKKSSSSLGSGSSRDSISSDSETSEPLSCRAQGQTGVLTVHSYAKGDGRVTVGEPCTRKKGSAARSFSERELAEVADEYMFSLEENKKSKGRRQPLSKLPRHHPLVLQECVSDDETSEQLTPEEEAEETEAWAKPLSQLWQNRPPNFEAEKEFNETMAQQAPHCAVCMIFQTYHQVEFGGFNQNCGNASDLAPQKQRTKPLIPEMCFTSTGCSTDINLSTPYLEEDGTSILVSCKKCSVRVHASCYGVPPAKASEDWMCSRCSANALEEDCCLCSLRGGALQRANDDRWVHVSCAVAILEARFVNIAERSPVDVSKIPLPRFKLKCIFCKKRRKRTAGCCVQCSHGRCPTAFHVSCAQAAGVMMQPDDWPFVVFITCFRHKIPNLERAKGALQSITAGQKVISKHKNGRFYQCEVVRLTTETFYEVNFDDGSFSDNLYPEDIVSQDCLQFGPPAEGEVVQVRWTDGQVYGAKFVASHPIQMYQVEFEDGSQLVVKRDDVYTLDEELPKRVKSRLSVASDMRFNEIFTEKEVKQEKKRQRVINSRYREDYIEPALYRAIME
ALOX12 inh: inhibitors of human 12S-lipoxygenase ALOX12. P18054. purified 12hLO, xylenol orange hydroperoxide absorbance. Potency, µM (top dose mostly 108 µM), inactives show top-dose activity change, negative = inhibition, usual class: inhibitors. hit rate 1.1% among 580,000. AID 1671190; note: % is set by controls: 0 for no effect and ±100 for the full control effect
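Hydroperoxide product was detected by ferrous iron/xylenol orange as the 573 to 405 nm absorbance ratio. Arachidonic acid at 40 uM (final) was turned over for 30 min at room temperature by 150 nM human 12hLO, pH 7.0 Hepes buffer, after 15 min compound preincubation.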
* marks the source's active call; other numbers are inactive results; i = inactive; ? = inconclusive; . = no result given; & = joins results of further samples; [ ] = remark or other dose. Unless noted, calls come from the whole dose curve; as a rule, active = well fitted curve in the direction sought with a large enough effect; inconclusive = small, poorly fitted or top-dose-only effect, or another doubt; inactive = no such curve, though single readings can be large; an effect the other way counts as inactive or inconclusive. Potency is the fitted concentration of half-maximal effect. An excerpt; count on the stated rates, not on these rows.

| RGS4 inh | rTrxR1 inhibitor | GLS inh | JMJD2A Tudor inh | HP1b chromo inh | ERG Ets-DNA blk | Pin1 inh | ALOX12 inh | Tb PGK inh | mol |
| --- | --- | --- | --- | --- | --- | --- | --- | --- | --- |
| 7% | 18% | 0% | 2% | 39%[activator] | 7% | ? | ? | 14% | COc1cccc(-c2ccc3c(N)c(C(=O)c4ccc(Br)cc4)sc3n2)c1 |
| -27% | 11% | -4% | 1% | 53%[activator] | -2% | -5% | 11% | -4% | COCCOC1CCN(C(=O)C2CCC(=O)N(CCc3cccc(F)c3)C2)CC1 (stereo unspecified) |
| 24% | 9% | 4% | -20% | 36% | -8% | -8% | 5% | 3% | C=CCOC(=O)C1=C[C@H](c2csc3ccccc23)[C@@H](CCCO)[C@H](OCC)O1 |
| -19% | 19% | 4% | -11% | 27% | -2% | 2% | 351%[activator] | -3% | Cn1c(COc2ccc(Cl)cc2)nnc1SCC(=O)NC1CC1 |
| 3% | 14% | -9% | -12% | 31% | 13% | -1% | 0% | -1% | COC(=O)c1c(C(=O)OC)c(-c2cccc(Cl)c2)n2c1CS(=O)(=O)C2 |
| -19%[56.9 µM] | -6% | -10% | -14% | 6% | -10% | -5% | 9% | -3% | O=C1CN(S(=O)(=O)c2ccc(F)cc2)c2ccccc2N1 |
| -1%&3% | 9%&0% | 11%&1% | 22µM* | 16µM* | 1%&-2% | -8%&-2% | ? | -1% | CC(C)(C)c1ccc(S(=O)(=O)N(CCCN2CCOCC2)Cc2cccs2)cc1 |
| -2% | 0% | 1% | -16% | 22% | -29% | -2% | ? | -8% | COCCCNC(=S)NCCCNc1nc2cc(C)cc(C)c2cc1C#N |
| 3% | 9% | -11% | -31% | -19% | 6% | -4% | -28% | i | O=C(COC(=O)C1CCC1)Nc1ncc(Cl)cc1Cl |
| -24% | 4% | -11% | -5% | 27% | -14% | ? | -14% | -7% | CC1=C(C#N)C(=O)N(C)C(C)(C)C1 |
| -17% | -8%[57.1 µM] | 1% | -14% | 12% | 2% | ? | -11% | -2% | COc1ccc(NC(=O)Nc2ccc3c(c2)C(=O)N([C@H](C)CO)C[C@H](C)[C@@H](CN(C)C(=O)Nc2ccc(OC)cc2)O3)cc1 |
| -3% | -6% | -12% | -6% | 39%[activator] | 6% | -9% | -9% | -10% | O=S(=O)(NCc1cn2ccsc2n1)c1cccs1 |
| 9% | 16% | 0% | -18% | 32% | -3% | -1% | -8% | . | CC1(C)CC(NC(=O)c2ccncc2)CC(C)(C)N1O |
| 9% | 10% | 5% | -22% | 29% | 20% | ? | 15% | -3% | CCc1ccc(NC(=O)CC2S/C(=N/N=C3CCCCCC3)NC2=O)cc1 (stereo unspecified) |
| -52% | 18%[57.1 µM] | -21% | 56µM* | -10% | 5% | -5% | 58%[activator] | -3% | C/C(=N\NC(=O)c1cccc(S(=O)(=O)N2CCCC2)c1)c1cccs1 |
| -14% | 8%[57.1 µM] | 0% | -14% | 64%[activator] | 2% | -9% | 33%[activator] | -7% | O=C(C1CCCN(S(=O)(=O)c2ccc(Br)s2)C1)N1CCCCCC1 (stereo unspecified) |
| -26%&22% | 19%&35% | 16%&34% | -3%&-26% | 32%&8% | 5%&0% | -1%&-3% | -4%&-7% | -3%&-1% | CCOCCCNC(=O)CCC(=O)NNc1nc2ccccc2c2nc(C)nn12 |
| -1% | -23% | 1% | -22% | 9%[57 µM] | 4% | ? | 5% | 0% | Cc1ccc(N(CC2CO2)S(=O)(=O)c2ccc([N+](=O)[O-])cc2)cc1 (stereo unspecified) |
| -31% | -5% | -3% | -22% | 27% | 13% | 3% | 5% | 4% | Cc1ccc(C2(c3noc(CN(C)Cc4cnn(C)c4)n3)CCCC2)cc1 |
| -1% | 17% | 6% | -10% | 12% | -17% | 6% | 2% | -13% | Cc1oc(S(=O)(=O)N2CCCC2)cc1C(=O)Nc1ccc(F)cc1 |
| 9% | ? | -1% | -20% | 13% | 3% | -13% | -25% | -4% | Cc1ccccc1CN1C[C@@H]2C[C@@H](c3cnc(N4CCOCC4)s3)N3CCC[C@@]23C1=O |
| -22% | 9% | -2% | -4% | 47%[activator] | -4% | -1% | 0% | -1% | O=C(O)c1ccc(OCC(O)Cn2cnc3ccccc32)cc1 (stereo unspecified) |
| 8% | 19%[57.1 µM] | -5% | -13% | 18% | 12% | -6% | -19% | -5% | Cc1cc(C)c(NC(=O)COC(=O)C23CC4CC(CC(O)(C4)C2)C3)c(Cl)c1 |
| -2% | 1%[57.1 µM] | 5% | 1% | 16% | -7% | 1% | 5% | -5% | Cc1nn(-c2ccccc2)c(Cl)c1/C=N/NC(=O)c1ccccc1F |
| -33% | 7% | 0% | -28% | 9%[57 µM] | ? | ? | -18% | 0% | COc1ccccc1CN(C)C(=O)C(NC(=O)Cc1cccc2ccccc12)C(C)C (stereo unspecified) |
| 8% | 1%[57.1 µM] | -8% | -9% | 9%[57 µM] | 0% | 5% | -13% | -8% | Cc1nnc(NC(=O)CSc2nc3c([nH]c4ccccc43)c(=O)n2-c2ccccc2)s1 |
| 17% | 8%[57.1 µM] | -7% | ? | 11% | 4% | -4% | -16% | -4% | CCN1CCN(c2nc(-c3ccccn3)nc3ccccc23)CC1 |
| 6% | 12% | 2% | -9% | 17%[57 µM] | 5% | -5% | 1% | i | C=CCOCCN(CC)CC |
| -3% | 32% | 0% | -7% | 67%[activator] | 11% | -4% | 1% | -5% | CC(C)C(=O)N[C@@H]1c2ccccc2CC[C@H]1OCc1ccccc1 |
| -13% | 5%[57.1 µM] | -7% | -3% | 62%[activator] | -3% | ? | 0% | 2% | CCOc1ccccc1COC(=O)c1cccc(-n2cnnn2)c1 |
| 38% | 10%[57.1 µM] | 13% | -6% | 32%[activator] | -2% | 31% | -10% | 9% | C=CCn1c(Sc2nncn2C)nc2c1c(=O)[nH]c(=O)n2C |
| 20% | 36%[57.1 µM] | -14% | -30% | -5% | -9% | -1% | 13% | -1% | COC(CNC(=O)c1ccc2nc(-c3ccccc3)c(-c3ccccc3)nc2c1)OC |
| 0% | 19% | 0% | -12% | 26% | 5% | -2% | 10% | -3% | CCOC(=O)N1CCC(NC(=O)c2sc(-n3cccc3)nc2C)CC1 |
| 11%[56.9 µM] | 8% | -1% | -5%[57.1 µM] | 47%[activator] | -4% | 2% | -13% | i | NC(=O)C1CCN(CC(=O)N2c3ccccc3CCc3ccccc32)CC1 |
| -6% | 9% | 0% | -5% | 30% | 1% | 3% | 3% | -3% | C=CCSc1nc(C)c(CC(=C)C)c(=O)[nH]1 |
| -7% | ? | -1% | -13% | 28% | -3% | -1% | 0%&30% | i | COc1ccc(C2=NOC(C(=O)NC(C)(C)C)C2)cc1 (stereo unspecified) |
| -20%[11.4 µM] | -39% | -16% | -7%[57.1 µM] | 18% | 5% | 3% | 0% | i | O=c1c2c3c(sc2n2cnnc2n1Cc1ccccc1)CN(Cc1ccccc1)CC3 |
| -3% | -10% | . | -2% | 33% | -14% | 4% | -10% | -6% | COC(=O)c1ccc(CNC(=O)/C=C/c2cc([N+](=O)[O-])ccc2OC(F)F)cc1 |
| -20% | 0% | 12% | ? | -13%[57 µM] | 1% | -4% | -9% | 9% | Cc1ccc(S(=O)(=O)NCC(c2cccnc2)N2CCc3ccccc32)cc1 (stereo unspecified) |
| -2% | -6%[57.1 µM] | 0% | -11% | 37% | 33%[activator] | 3% | ? | 1% | COCC(C)n1c(=O)sc2ccccc2c1=O (stereo unspecified) |
| 26% | 6% | 4% | ? | 14% | -2% | -2% | -15% | 0% | COc1cc(CNCc2ccccn2)ccc1OCc1ccc(Cl)c(Cl)c1 |
| -17%[11.4 µM] | -19% | 0% | -6%[11.4 µM] | 37% | 17% | 14% | 0% | -9% | Cc1ccccc1Cn1c2ccccc2c2cnn(CC(=O)NCc3ccco3)c(=O)c21 |
| -9% | -13% | 12% | ? | ? | 0% | 6% | ? | -7% | COc1ccc(N2CCC(CNC(=O)Nc3ccc(Cl)cc3)C2)cc1 (stereo unspecified) |
| -17% | -11% | . | ? | 1% | -16% | -2% | 0% | -5% | CCCOc1ccc(C(=O)c2nc3c(n2O)CCCC3)cc1 |
| -3% | 7%[57.1 µM] | -12% | -4% | 39% | 10% | -1% | 20% | i | CCOc1ccc(/C=N/NC(=O)c2ccc(Cn3cc(Br)cn3)o2)cc1 |
| 3% | 16%[57.1 µM] | 15% | -14% | 12% | 5% | 40%[activator] | 0% | 4% | O=C1CN(C(=O)CSc2nc3cc(Cl)ccc3c(=O)n2Cc2ccccc2)c2ccccc2N1 |
| -8%[56.9 µM] | -22% | -4% | -18% | 49%[activator] | -1% | 8% | 99%[activator] | -5% | NC(=O)c1nnsc1Sc1c(C(N)=O)nnn1-c1cccc(N)c1 |
| 13% | 15%[57.1 µM] | 4% | -16% | 37% | -1% | 1% | 4% | -1% | NC(=O)c1cc([N+](=O)[O-])c(Cl)cc1NCc1cccnc1 |
| -4% | -1% | -2% | -6% | 9% | 0% | -10% | -25% | 8% | Fc1ccccc1-c1nc2c(s1)CCc1onc(-c3ccc(Br)cc3)c1-2 |

Some entries already given with just Tb PGK inh:
structure	Tb PGK inh
Cc1nnc(NC(=O)CSc2nc3c([nH]c4ccccc43)c(=O)n2-c2ccccc2)s1	-8%
CCN1CCN(c2nc(-c3ccccn3)nc3ccccc23)CC1	-4%

High-throughput results: PubChem, National Center for Advancing Translational Sciences (NCATS)
